TDP1 cell noCPT: qHTS for Inhibitors of human tyrosyl-DNA phosphodiesterase 1 (TDP1): qHTS in cells in absence of CPT; DT40 Tdp1-/- hTDP1 cells, no CPT, ATP luminescence, 48 h; Potency, µM (titrated, usually from 46.2 µM), inactives show at the highest dose activity change, negative = growth inhibition, usual class: inhibitors; 15% of 420,000 active; note: nearly all actives have a fitted effect of over 55% in size
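Seeded 400 DT40-hTDP1 cells/well (vehicle DMSO, no 20 nM CPT); pinned compounds; ≥48 hr at 37 °C; CellTiter-Glo luminescence as viability measure.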
TDP1 cell CPT: DT40-hTDP1 cell growth loss with CPT | chicken DT40 Tdp1-/-;hTDP1 cells + 20 nM CPT, ATP luminescence, 48 h | Potency, µM (highest dose often 46.2 µM), for the others: at the highest dose activity change, negative = growth inhibition, hits mostly inhibitors | 12% of 420,000 active | AID 686979; note: nearly all actives have a fitted effect of over 55% in size
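Chicken DT40 Tdp1-/- cells stably complemented with human TDP1 were seeded at 400 cells/well in medium containing 20 nM camptothecin, exposed to pin-transferred compounds, and grown at 37 °C for at least 48 hr. Viability was read as ATP luminescence.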
TDP1 block: TDP1 (human) enzyme inhibition. Potency, µM (titrated, usually from 130 µM), inactives show at the top dose activity change, negative = inhibition, actives largely listed as inhibitors. AID 485290. 0.28% of 350,000 active. recombinant TDP1, AlphaScreen DNA substrate cleavage; note: nearly all actives have a fitted effect of over 40% in size
Target sequence (Q9NUW8 whole entry, looked up): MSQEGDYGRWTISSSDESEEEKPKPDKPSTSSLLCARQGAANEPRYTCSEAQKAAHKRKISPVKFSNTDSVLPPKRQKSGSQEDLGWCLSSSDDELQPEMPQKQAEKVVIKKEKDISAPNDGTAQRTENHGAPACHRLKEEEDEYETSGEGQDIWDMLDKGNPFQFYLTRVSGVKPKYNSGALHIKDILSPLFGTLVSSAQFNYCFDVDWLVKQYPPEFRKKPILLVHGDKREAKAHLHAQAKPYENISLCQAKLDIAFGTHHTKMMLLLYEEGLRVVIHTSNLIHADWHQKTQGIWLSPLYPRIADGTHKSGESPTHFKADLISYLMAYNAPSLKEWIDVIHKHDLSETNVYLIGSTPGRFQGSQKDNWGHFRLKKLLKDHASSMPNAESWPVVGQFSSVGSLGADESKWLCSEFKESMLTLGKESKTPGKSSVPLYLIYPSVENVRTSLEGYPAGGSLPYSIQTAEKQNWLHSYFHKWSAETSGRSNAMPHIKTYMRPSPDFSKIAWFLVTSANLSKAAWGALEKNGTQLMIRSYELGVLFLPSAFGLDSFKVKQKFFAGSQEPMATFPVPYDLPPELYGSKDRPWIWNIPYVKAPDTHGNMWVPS
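Compounds were preincubated with Tdp1 (1 nM final) for 15 min at room temperature before substrate (15 nM final) started a 5 min reaction; beads (10 ug/ml final) were then added for 10 min before AlphaScreen detection.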
* hit, by the source's call; ? = inconclusive; · = no result given; & = joins results of further samples; [ ] = dose if it differs, or a comment. Calls come from the whole dose curve; as a rule, active = well fitted curve in the direction sought with a large enough effect; inconclusive = small, poorly fitted or top-dose-only effect, or another doubt; inactive = no such curve, though single readings can be large; an effect the other way counts as inactive or inconclusive. % is set by controls: 0 for no effect and ±100 for the full control effect; potency is the fitted concentration of half-maximal effect.

SMILES	TDP1 cell noCPT	TDP1 cell CPT	TDP1 block
COc1ccc(N=NC2C(=O)N(c3ccccc3)N=C2C)cc1 (stereo not given)	6%	-3%	·
NC(=O)c1ccc(NC(=O)COC(=O)CC2CC3CCC2C3)cc1 (stereo not given)	-6%	5%	2%
CCN(CC)C(=O)c1[nH]cnc1C(=O)NCC(=O)OC(C)(C)C	-10%	0%	·
COc1ccc(S(=O)(=O)N2CCN(CC3CC=CCC3)CC2)cc1 (stereo not given)	-15%	1%	-21%
Cc1ccc(N2CCn3c2nc2c3c(=O)n(CCCc3ccccc3)c(=O)n2C)cc1	-25%	2%	-1%
CCOC(=O)C(=O)Cc1nc(OCc2ccccc2)cc(OCc2ccccc2)n1	-12%	-1%	·
Cc1cc(NC(=O)COCc2cc(-c3ccc(F)cc3)on2)ccc1Br	-7%	5%	-1%
Cc1cc(C(=O)CSc2nnc(-c3ccco3)o2)c(C)n1-c1ccc2c(c1)OCCO2	21µM*	?	6%
CC(C)[C@H](NC(=O)c1ccccc1Cl)C(=O)OCc1cc(=O)n2cc(Br)ccc2n1	13%	3%	-1%
CCOc1ccc(CCN2C(=S)N([C@@H](CC(C)C)CN3CCC[C@@H]3CN3C(=S)NC[C@@H]3CC(C)C)C[C@@H]2CC(C)C)cc1	?	?	·
CCn1cc(CN2CCCC(CO)(Cc3ccc(F)cc3)C2)c2ccccc21 (stereo not given)	?	?	·
COc1ccc(/C(C)=N\Nc2nc(-c3ccccc3)cc(=O)[nH]2)cc1	-15%	-18%	3%
COc1cc(CNC(=O)CSCc2nc3cccnc3n2C2CCCCC2)cc(OC)c1OC	?	?	3%
CN(C)S(=O)(=O)c1cccc(C(=O)Nc2cccnc2)c1	-5%	6%	2%
Cc1cccc(-c2ccc3c(c2)C2CC3CCN2)c1 (stereo not given)	15µM*	21µM*	·
CCN(c1ccccc1)S(=O)(=O)c1ccc(C(=O)Nc2cccc(NC(C)=O)c2)cc1	-21%	?	1%
CC(C)n1nnnc1SCC(=O)Nc1ccccc1N1CCOCC1	-7%	-2%	1%
O=C(N/N=C/c1cccnc1)c1cc(C2CC2)nc2ccccc12	-24%	4%	6%
c1ccc(-c2c[nH]c(-c3ccccc3)c2)cc1	-3%	13%	·
N#Cc1c(N)nc2c(c1-c1cccnc1)CCCCC2	?	?	2%
CC[C@]12c3[nH]c4ccccc4c3CCN1C(=O)C(CC(=O)NCCc1ccccn1)C[C@@H]2C(=O)N1CCN(C(=O)c2ccco2)CC1 (stereo not given in full)	1%	-17%	1%
Cc1ccc(NC(=O)CCC(=O)OCC(=O)c2ccc(Oc3ccc([N+](=O)[O-])cc3)cc2)cc1C	-13%	-11%	0%
COc1ccc(NC(=O)CSc2nc(-c3cc(OC)c(OC)c(OC)c3)[nH]c2-c2ccc(F)cc2)cc1	23µM*	?	-2%[12.3 µM]
CSc1ccc(CN(C)C(=O)c2cc(=O)[nH]c3ccccc23)cc1	?	-5%	7%
O=c1c2ccccc2sn1-c1ccc(S(=O)(=O)N2CCCCC2)cc1	16µM*	2.1µM*	-1%&1%
COc1ccc2nc(NC(=O)c3ccccc3O)sc2c1	?	-22%	·
CC(C)(C)c1ccc(CC(=O)N2CCC2(C)C(=O)NCc2cccs2)cc1 (stereo not given)	10µM*	12µM*	·
Fc1ccc(C(c2nnnn2Cc2cccs2)N2CCN(C3CCCC3)CC2)cc1 (stereo not given)	-77%	?	4%
S=c1[nH]nc(-c2ccncc2)n1/N=C/C=C/c1ccccc1	?	-24%	12%
COc1cccc2cc(C(=O)NCCN3CCOCC3)oc12	15%	-8%	8%
CC(=O)C1=C(C)N2CCN=C2S1	-10%	-15%	·
CCOc1c(Cl)cc(Cl)cc1CNCCSc1nnnn1C	?	?	8%
COCCNC(=O)c1ccc(NC(C)=O)cc1	-1%	-2%	-1%
CCOC(=O)c1c(NC(C)=O)c2c3c(sc2n1Cc1c(C)cc(C)cc1C)CCCC3	13µM*	?	5%
c1cc(CNc2ccc3c(c2)OCCO3)ccn1	-3%	-29%	3%
CCCc1c(C(=O)NNc2ccc(C)cc2)cnn1-c1ccccc1	-28%	6%	2%
CCc1ccc(-c2nc(CN3CCCC(C(=O)N4CCN(c5cc(Cl)ccc5C)CC4)C3)c(C)o2)cc1 (stereo not given)	3.3µM*	6.5µM*	8%
CC1(C)CC(=O)C(=Cc2cn(-c3ccccc3)nc2-c2ccccc2)C(=O)C1	23µM*	23µM*	·
Cc1ccc(C)c(NS(=O)(=O)c2ccc(NC(=O)CSc3ccc(Cl)cc3)cc2)c1	0%	-29%	-3%
CCOC(=O)c1cnn(-c2ccccc2)c1NC(=O)CSc1nnc(-c2cccs2)n1CC	?	?	1%

In the list so far, these contain an aryl thioether with sulfur outside any ring.
SMILES	TDP1 cell noCPT	TDP1 cell CPT	TDP1 block
Cc1cc(C(=O)CSc2nnc(-c3ccco3)o2)c(C)n1-c1ccc2c(c1)OCCO2	21µM*	?	6%
CC(C)n1nnnc1SCC(=O)Nc1ccccc1N1CCOCC1	-7%	-2%	1%
COc1ccc(NC(=O)CSc2nc(-c3cc(OC)c(OC)c(OC)c3)[nH]c2-c2ccc(F)cc2)cc1	23µM*	?	-2%[12.3 µM]
CSc1ccc(CN(C)C(=O)c2cc(=O)[nH]c3ccccc23)cc1	?	-5%	7%
CCOc1c(Cl)cc(Cl)cc1CNCCSc1nnnn1C	?	?	8%
Cc1ccc(C)c(NS(=O)(=O)c2ccc(NC(=O)CSc3ccc(Cl)cc3)cc2)c1	0%	-29%	-3%
CCOC(=O)c1cnn(-c2ccccc2)c1NC(=O)CSc1nnc(-c2cccs2)n1CC	?	?	1%

Structures above that have bromine:
SMILES	TDP1 cell noCPT	TDP1 cell CPT	TDP1 block
Cc1cc(NC(=O)COCc2cc(-c3ccc(F)cc3)on2)ccc1Br	-7%	5%	-1%
CC(C)[C@H](NC(=O)c1ccccc1Cl)C(=O)OCc1cc(=O)n2cc(Br)ccc2n1	13%	3%	-1%

The listing continues.
SMILES	TDP1 cell noCPT	TDP1 cell CPT	TDP1 block
Cc1ccc(C)c(N(C(=O)c2snc(C(N)=O)c2N)C(C(=O)NCC2CCCO2)c2cccs2)c1 (stereo not given)	8.2µM*	7.3µM*	1%
Cc1ccc2[nH]c(O)c(N=NC(=O)CCc3ccccc3)c2c1Br	?	16µM*	5%
O=C(Nc1ccccn1)c1ccc(S(=O)(=O)c2ccc(Cl)cc2)cc1	?	-13%	-2%
CCN(CC)c1ccc(/C=N/n2c(C)cc(C)cc2=O)cc1	-16%	6%	1%
CC1(C(=O)NS(=O)(=O)c2ccc3c(c2)CCO3)CCN1C(=O)C1(c2ccc(Cl)cc2)CC1 (stereo not given)	-12%	-21%	·
CC1C(=O)CCN(C(C)(C)C)C1C (stereo not given)	1%	3%	5%
CCOC(=O)C1CCN(C(=O)CSc2ccc(Br)cc2)CC1	-23%	11%	5%
Cc1ccc2c(c1)N(CCC(=O)NCC1CCCO1)C(=O)CO2 (stereo not given)	-13%	-18%	2%
COc1ccccc1OCCNC(=O)c1cc(F)c(F)cc1Cl	-17%	-18%	0%
COc1ccc(NC(=O)C2CCN(S(=O)(=O)c3cn(C)cn3)CC2)cc1Cl	-15%	-17%	1%
COc1ccc(CSc2nnc(CNS(C)(=O)=O)o2)cc1	7%	-11%	0%
Cn1nc(C(F)(F)F)c(-c2ccc(Br)cc2)c1NC(=O)C1CCC1C(=O)O (stereo not given)	4%	11%	5%
COC(=O)[C@@]12CCCCN1[C@H](c1ccc(-c3ccc(F)cc3)cc1)[C@@H]1C(=O)N(C)C(=O)[C@@H]12	13µM*	21µM*	0%
Cc1ccc(Cl)c(NC(=O)COC(=O)CNS(=O)(=O)/C=C/c2ccccc2)c1Cl	-5%	-13%	2%
COc1cc(-c2cnc3c(NC(C)=O)cc(-c4ccccc4CN(C)C)cn23)cc(OC)c1OC	18µM*	23µM*	·
C/C(=N/NC(=O)c1cc(C2CC2)[nH]n1)c1cccs1	-25%	?	1%
COc1ccccc1C(OC(=O)c1ccco1)C(=O)NCc1ccc(F)cc1 (stereo not given)	-1%	1%	8%
C=CCc1cccc2cc(C(=O)NCc3cccnc3)c(=O)oc12	-28%	?	-1%
O=C(COc1ccc(Cl)c2cccnc12)N1CCOCC1	-2%	3%	1%
Clc1ccc(/C=N/Nc2nc(Cl)nc3ccccc23)cc1	?	?	7%
c1ccc2oc(NC3=NCN(C4CCCCC4)CN3)nc2c1	?	-20%	·
C/C(CC1CC(C)(C)OC1=O)=N\NC(N)=S (stereo not given)	-8%	27%	6%
CC(=O)C1=C(O)C(=O)N(c2ccc(S(=O)(=O)Nc3nccs3)cc2)C1c1ccc(F)cc1 (stereo not given)	7%	-7%	4%
O=C(CN1N=C(c2ccccc2)CCC1=O)NCc1cccs1	1%	2%	-5%
O=C(c1ccco1)N1CCN(Cc2c(Cl)cccc2Cl)CC1	9.2µM*	?	·
C=CCNC(=S)NCc1ccccc1OC	-15%	-1%	0%
O=C(N/C(=C\c1ccccc1)C(=O)N1CCOCC1)c1ccccc1Br	3%	4%	1%
COc1ccc(C2Nc3ccccc3C(=O)N2Cc2ccccc2)cc1COc1ccccc1F (stereo not given)	14µM*	?	0%
CCc1nc2c(OCCC3CCCCC3)cccn2c1N(C)C(=O)c1ccco1	16µM*	?	·
CC(C)C[C@@H](CN1CCCC1CN1C(=S)NC[C@@H]1Cc1ccccc1)N1C[C@H](Cc2ccc(O)cc2)N(CCc2ccccc2)C1=S (stereo not given in full)	?	18µM*	·
CCOc1ccc(C(=O)CC(Sc2ccc(C)cc2)C(=O)O)cc1 (stereo not given)	?	?	-3%
COc1cccc(OCc2cc(C(=O)N3CCN(C)C(c4ccccc4)C3)no2)c1 (stereo not given)	?	26µM*	5%
COc1ccc(-c2nc(SCCOc3cc(C)ccc3C(C)C)n3[nH]c(=O)cc3n2)cc1	18µM*	?	3%
COc1ccccc1C1CN(Cc2cn(C)nc2C)Cc2ccccc2O1 (stereo not given)	-28%	12%[9.04 µM]	·
CCN(CC)CCCNC(=O)Cc1ccc(NC(=O)N2CCCCc3ccccc32)cc1	-18%	-19%	5%
Cc1c(CCC(=O)NCc2cccc(Cl)c2)c(=O)oc2c(C)c(O)ccc12	-15%	-2%	2%
COc1cc(/C=C/C(=O)O)cc(S(=O)(=O)N(C)CCO)c1OC	-24%	1%	3%
Fc1cnc(N2CCc3ccccc32)nc1N1CCc2ccccc21	?	?	-10%
CCN(C(=O)Cn1nnc2sc3c(c2c1=O)CCC(C(C)(C)C)C3)c1cccc(C)c1 (stereo not given)	21µM*	16µM*	2%
COc1ccc(C(=O)Nc2sc(C)c(-c3ccccc3)c2C#N)cc1OC	21µM*	?	1%
CCC(C)(C)NC(=O)C(c1ccncc1)N(Cc1ccc(C)cc1)C(=O)c1csnn1 (stereo not given)	-13%	-14%	1%[56.1 µM]
Cc1ccc(NC(=O)C2CCN(S(=O)(=O)c3ccc4c(c3)OCCCO4)CC2)nc1	?	?	-3%
CCC(C(=O)NCc1ccco1)n1nc(-c2ccc(OC)cc2)ccc1=O (stereo not given)	?	?	-2%
CCOC(=O)Cn1c(=O)c(-c2cc(Br)ccc2N)nc2ccccc21	2%	-27%	-1%
COc1cccc(OC)c1C(=O)NNC(=O)c1ccccc1-n1cccc1	3%	-9%	-1%
C[C@H](CO)N1C[C@H](C)[C@@H](CN(C)C(=O)Nc2ccc3c(c2)OCO3)Oc2c(NC(=O)Nc3ccc(C(F)(F)F)cc3)cccc2C1=O	?	13µM*	3%
COc1ccc(C(=O)Nc2ccc3nc(N4CCOCC4)sc3c2)cc1OC	-2%	-17%	1%
Cc1ccc(NS(=O)(=O)c2ccc(C(=O)NNC(=O)c3ccccc3O)cc2)cc1	23µM*	?	·
COc1ccccc1NC(=O)c1cc(=O)c2ccc(C)c(C)c2o1	-18%	-6%	-1%
CC1(C)CC(=O)C2=C(C1)OC(N)=C(C#N)C21C(=O)N(Cc2ccccc2Cl)c2ccccc21 (stereo not given)	23µM*	?	2%
O=C(Nc1ccc2c(c1)CCCN2C(=O)c1cccs1)c1ccccc1Cl	?	?	6%
COc1ccc(NC(=O)c2sc3nc(-c4ccc(OC)cc4)cc(C(F)(F)F)c3c2N)cc1	1.8µM*	2.9µM*	-1%
COC(=O)/C(NC(C)=O)=C(\C)c1ccc(Cl)cc1	-13%	?	0%
COc1ccc(-c2csc(NC(=S)NC(=O)c3ccco3)n2)cc1Br	2.9µM*	10µM*	0%

Compound activity as filed in PubChem.
